Source: PubChem (National Center for Advancing Translational Sciences (NCATS))
ERK EGF block – EGF-driven ERK pathway inhibition | 130,000 compounds, 0.41% hits | Potency, µM (top dose mostly 11.5 µM), without a hit: top-dose activity change, negative = inhibition, most hits filed as inhibitors | AID 1454 | HEK293-V1b, EGF-stimulated phospho-ERK AlphaScreen; active = well fitted inhibition curve with a large enough effect; inconclusive = small, poorly fitted or top-dose-only effect, or effect the other way;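 also: plate controls were stimulated vehicle wells for no effect and unstimulated vehicle basal for full effect; nearly all actives have a fitted effect of over 55% in size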
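EGF-stimulated (25 nM, 5 min) phospho-ERK in HEK293 cells stably expressing V1b, cells pretreated 30 min with compound at 37C. Homogeneous AlphaScreen read on lysates.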
* hit, by the source's call; ? = inconclusive; & = joins results of further samples; [ ] = another dose, or the depositor's remark. Potency is read from the fitted curve at half-maximal effect.

ERK EGF block | Molecule
-3% | Cc1c(CNC(=O)C2CC2)c(-n2cccc2)n(Cc2ccccc2)c1C
1% | Cc1ccc(/C=N/NC(=O)C[n+]2ccccc2)o1
3% | COc1ccc(C2Nc3ccccc3C(=O)N2NS(=O)(=O)c2ccccc2)cc1 (centres undefined)
8% | Cc1c(NN=C(C#N)C#N)c(=O)n(-c2ccccc2)n1C
-17%[57.5 µM] | O=C(c1ccoc1)N1CCC2(CC1)Oc1ccc(Cl)cc1C(=O)C21CC(c2cccnc2)=NO1 (centres undefined)
-2% | C/C(=N\NC(=O)c1cc([N+](=O)[O-])cc([N+](=O)[O-])c1)c1ccco1
-6% | O=c1cc(-c2ccc(O)cc2)oc2c([C@@H]3O[C@H](CO)[C@@H](O)[C@H](O)[C@H]3O)c(O)c([C@@H]3O[C@H](CO)[C@@H](O)[C@H](O)[C@H]3O)c(O)c12
0% | Cc1nc2ccc(-c3nc4ccc(N)cc4[nH]3)cc2[nH]1
12% | Cc1ccc(S(=O)(=O)N(c2ccc(Br)cc2)C2C=CS(=O)(=O)C2)cc1 (centres undefined)
-16% | CN1CCN(C(=O)CN(c2cccc(Br)c2)S(=O)(=O)c2ccccc2)CC1
14%[57.5 µM] | Cc1ccc(Cn2nc(C)cc2C(=O)Nc2ccc(Cl)cc2)cc1
7% | Cc1cc(C)c(S(=O)(=O)n2nc(C)c(Br)c2C)c(C)c1
? | CCOC(=O)Cn1c2c(c(-c3ccccc3OC)cc1=O)CCCC2
3% | COC(=O)Cn1nc(C)c2ccccc2c1=O
-3%[57.5 µM] | COc1ccc(NCC(=O)n2c(C)c(C)c3ccccc32)cc1OC
12% | Cc1ccc2sc(NC(=O)c3ccc(N4C(=O)CCC4=O)cc3)nc2c1C
2%[57.5 µM] | Cc1cccc2cc(C3CC(c4cccs4)=NN3S(C)(=O)=O)c(Cl)nc12 (centres undefined)
4% | CC(C)CN(C(=O)COC(=O)c1ccc([N+](=O)[O-])o1)C1CCS(=O)(=O)C1 (centres undefined)
5% | OCc1ccccc1O[C@H]1OC(CO)C(O)C(O)C1O (some centres undefined)
-5% | O=c1cc(O)n(-c2ccccc2)c(=S)[nH]1
11% | CC(C)(C)NC(=S)NNC(=O)c1ccccc1Cl
-1%[57.5 µM] | O=C(N/N=C(\Cc1ncc[nH]1)c1ccccc1)c1ccncc1
7% | O=S(=O)(CCc1ccccc1)c1nnnn1-c1ccc(F)cc1Br
-1% | COc1ccccc1NS(=O)(=O)c1cccc(C(=O)N/N=C(\C)c2ccc3c(c2)OCCO3)c1
6% | CC12c3ccccc3C(c3ccccc31)C1C(=O)N(c3cccnc3)C(=O)C12 (centres undefined)
-3% | CN(C)c1ccc(Sc2nnc(NC(=O)Nc3ccc(Cl)cc3Cl)s2)cc1
1% | O=C(CN1C(=O)C(=O)N(C2CCCC2)C1=O)Nc1ccc(N2CCOCC2)cc1
-9%[57.5 µM] | Cc1ccc(C)c(S(=O)(=O)Nc2nc3ccc(S(N)(=O)=O)cc3s2)c1
-12% | COc1ccc([N+](=O)[O-])cc1N(CC(=O)N1CCCC1)S(C)(=O)=O
0% | Cc1ccccc1CSCC(=O)NCc1ccco1
31%[57.5 µM] | CN(C)C(=O)CS(=O)(=O)c1ccc(Cl)cc1
9% | CC1(C)Cc2c(C#N)c(N3CCN(C(=O)c4ccccc4)CC3)nc(-c3ccco3)c2CS1
7% | O=C(CNC(=O)c1ccccc1)N/N=C/c1ccccc1Cl
-8% | O=C(Nc1ccc(S(=O)(=O)NC2=NCCCCC2)cc1)c1ccc(=O)[nH]c1
-10% | O=C(Nc1nc(-c2ccccn2)cs1)C12CC3CC(CC(O)(C3)C1)C2
6% | O=C(C1CCCCN1S(=O)(=O)c1ccccc1[N+](=O)[O-])N1CCCCC1 (centres undefined)
-4% | NC(=O)c1ccc(Nc2ccc([N+](=O)[O-])cc2[N+](=O)[O-])cc1
-8% | CCOc1ccc(NC(=O)CSc2ncn[nH]2)c([N+](=O)[O-])c1
-1%[57.5 µM] | COC(=O)CNC(=O)CSc1ccccn1
1% | O=C(CN1C2CCCC1CC(NC(=O)c1ccccc1)C2)NC1CC1 (centres undefined)
1% | CCOc1ccc2c(c1)OC(c1ccc(OC)cc1)(C(F)(F)F)NC2=O (centres undefined)
-6% | Cc1cc(-c2ccccc2)[nH]c(=O)c1C#N
-11%[57.5 µM] | Cc1cn(CCC(=O)Nc2ccc(N3CCOCC3)cc2)c2ccccc12
-2%[57.5 µM] | C=CCN1C(=O)C(C)NC1=S (centres undefined)
-2% | O=C(NCc1ccccc1Cl)C1CCN(S(=O)(=O)c2ccc(F)cc2)CC1
6% | CCC1(C)Cc2nc3[nH]c(=S)n(-c4ccc(C)cc4)c(=O)c3cc2CO1 (centres undefined)
0% | CC(C)n1c(NCCO)nc2ccccc21
-4% | Cc1ccc(CNC(=O)CCCc2ccccc2)cc1
-8%[57.5 µM] | COc1ccc2[nH]cc(C(O)CN3CCN(c4ccccc4F)CC3)c2c1 (centres undefined)
8% | Cc1c(NC(=O)C(C)OC(=O)c2sc3ccccc3c2Cl)c(=O)n(-c2ccccc2)n1C (centres undefined)

(more compounds)
ERK EGF block | Molecule
4% | CCOC(=O)C(C(C)=O)C(c1ccc(OCCC(C)C)cc1)C(C(C)=O)C(=O)OCC (centres undefined)
-5% | C=CCn1c(SC)nnc1C1COc2ccccc2O1 (centres undefined)
-1% | O=C(NC1CCN(C(=S)NCc2ccco2)CC1)c1cccc(F)c1
-4%[57.5 µM] | COc1ccccc1P(=O)(c1ccccc1)c1ccccc1NC(C)=O (centres undefined)
0% | Cn1cc(C(=O)Nc2ccc(F)c(Cl)c2)cn1
10%[57.5 µM] | CN1CCN(C(=O)C2=C[C@H](c3coc4ccccc4c3=O)C[C@H](OCCCCO)O2)CC1
-1% | CC(=O)c1cccc(CN2CCCC(CCC(=O)NCc3ccccc3F)C2)c1 (centres undefined)
11% | NC1=C([N+](=O)[O-])C(c2ccccc2)C2=C(CCCC2=O)O1 (centres undefined)
3%[57.5 µM] | NC(=O)c1sc2nc3c(c(-c4ccco4)c2c1N)CCCC3
1% | COc1ccc(-c2c(C)nn(-c3ccccc3)c2N)cc1OC
-11%[57.5 µM] | CCCCOc1ncnc2c1[nH]c1ccc(C)cc12
-2% | CCCN(C(=O)c1cn(CC)c2nc(C)ccc2c1=O)c1c(N)n(Cc2ccccc2)c(=O)[nH]c1=O
-3% | Cc1ccccc1OCCC(=O)NCCc1ccc(S(N)(=O)=O)cc1
-6% | CO/N=C/c1c(-c2ccccc2)nn(C)c1Cl
4% | O=C(NNC(=S)Nc1ccc(Cl)cc1)c1ccccc1OC(F)F
0% | CCOc1ccccc1N1CCN(CC(=O)Nc2cc(C)on2)CC1
2% | CCc1cccc(CC)c1NC(=S)N1CCn2cccc2C1c1ccncc1 (centres undefined)
10% | CC(C)(C)n1ncc(Oc2ccccc2[N+](=O)[O-])c(Cl)c1=O
-4% | O=C(NCc1cccc(Cl)c1)NCc1cccc(Cl)c1
? | COC(=O)N1CCC2(CC1)CN(c1cccc(-c3ccccc3)c1)C2
3% | CC1CCC(C(C)C)C(OCC(O)CNC(C)c2ccccc2)C1 (centres undefined)
18% | COc1cc2c(cc1OC)C(/C=C/c1ccc(OC)c(OC)c1OC)=NCC2
-3% | COc1ccc(Cl)cc1C(=O)N/N=C/c1ccc(N2CCOCC2)cc1
-2% | O=C(Cc1ccc(-n2c(=O)[nH]c3ccsc3c2=O)cc1)N1CCN(c2ccc(Cl)cc2)CC1
-20% | COc1ccc(S(=O)(=O)Nc2ccc(S(=O)(=O)Nc3ccc(F)cc3)cc2)cc1C
-16% | COc1ccccc1NC(=O)CSC1=NCCN1
3% | CC(NC(=O)CSc1nc2c(c(C(F)(F)F)n1)CCc1ccccc1-2)c1ccccc1 (centres undefined)
27% | O=C(Oc1coc(CSc2nnc(NC(=O)C3CC3)s2)cc1=O)c1c(F)cccc1F
-2% | Nc1cccn2c(-c3ccc(Cl)c(Cl)c3)cnc12
-5% | CC(C)(C)C(=O)/C(=C/c1ccncc1)n1cncn1
22% | COc1ccc(/C=C/C(=O)N2c3ccccc3Sc3ccc(C(F)(F)F)cc32)cc1
8% | COc1ccc(S(=O)(=O)N2CCC(CN3C(=O)c4cccc5cccc(c45)C3=O)CC2)cc1
6%[57.5 µM] | CCOc1ccc(S(=O)(=O)N(C)c2ccc(OCC(=O)NCCc3ccc(OC)cc3)cc2)cc1
4% | Cc1ccc(-c2csc(/C(C#N)=C/Nc3ccccc3SC(F)(F)F)n2)cc1
-5% | Cc1cc(NS(=O)(=O)c2ccc(NC(=S)NC(=O)c3ccc(C(C)(C)C)cc3)cc2)no1
-3% | COc1cc2cc(CN(Cc3cccnc3)C(=O)Nc3ccccc3F)c(=O)[nH]c2cc1OC
-13% | CCOCC(=O)Nc1ccc(OCc2ccccc2)cc1
1% | CC(C)OC(=O)CNc1n[nH]c(=S)[nH]c1=O
4%[57.5 µM] | CCN(CC)C(=O)c1cccc2nc3ccccc3nc12
-8%[57.5 µM] | COc1ccc(CC(=O)Nc2cc(S(=O)(=O)N3CCCCC3)ccc2C)cc1OC
7% | CC(=O)N1CCN(CC(=O)Nc2ccc(C)c(S(=O)(=O)N(C)C)c2)CC1
5% | Cc1ccccc1N(C(=O)c1csnn1)C(C(=O)NC(C)(C)C)c1cccs1 (centres undefined)
3% | O=C(N/N=C/c1ccc(O)cc1)c1nc(-c2ccccc2)n(-c2ccccc2)n1
-1%[57.5 µM] | CC(=O)ONC(=Nc1ccccc1)c1nonc1N
0% | CCOC(=O)c1c(/N=C/c2ccc(O)cc2O)sc2c1CCC2
-3% | COc1ccccc1CCNC(=O)CCSc1nc(-c2ccco2)cc(C(F)(F)F)n1
7% | O=C(NCc1ccccc1Cl)C1CCN(c2cnccn2)CC1
2% | COCC(=O)N(C)C1(c2nnnn2CCOC(=O)Nc2ccc(Cl)cc2)CCCCC1
0%[57.5 µM] | CC(=O)Nc1ccc(NC(=O)C(C)OC(=O)c2ccccc2NS(=O)(=O)c2cccs2)cc1 (centres undefined)
12% | COc1ccc(CC(=O)OCC(=O)Nc2ccc3c(c2)OCO3)cc1

The list goes on:
ERK EGF block | Molecule
11% | CN(C)c1oc(COc2ccc(F)cc2)nc1C#N
5% | Cn1c(SCC(=O)N2CCCC2)nc2ccccc21
8% | COc1ccc(C(OC(=O)c2ccco2)C(=O)NC2CCCCC2)cc1 (centres undefined)
-5%[57.5 µM] | CCNc1nc(Oc2ccc(C(=O)OC)cc2)nc(N2CCOCC2)n1
? | COCC(C)n1c(C)cc(C(=O)CSc2nc(C)c(C)c(C)n2)c1C (centres undefined)
-28% | O=C(Nc1ccc2c(c1)CCC2)c1cnc(Cl)c(Cl)c1
4% | COc1ccc(NC(=O)c2ccc(Cl)c(NC(=O)c3ccncc3)c2)cc1
-3% | CNC(=O)c1nnsc1S(=O)c1ccc(Cl)cc1 (centres undefined)
-9% | NNC(=S)NCc1ccc2c(c1)OCO2
8% | CCOc1ccc(C(=O)Nc2ccc3c(c2)OCCO3)cc1[N+](=O)[O-]
9%[57.5 µM] | COc1cc(OC)nc(NC(=O)NS(=O)(=O)c2ccccc2Cl)n1
6% | O=C(CCN(NC(=O)c1ccccc1)C1=NS(=O)(=O)c2ccccc21)NC1CCCCC1
17%&-1% | COC(=O)[C@@]1(Cc2ccc(OC)cc2)[C@H]2c3cc(C(=O)N(C)C)n(C[C@H](O)CO)c3C[C@H]2CN1C(=O)c1ccccc1
-8% | Cc1cccc(-c2cc(C(=O)NCc3ccccn3)c3ccccc3n2)c1
7%[57.5 µM] | COc1cccc(/C=N/Nc2nc3ccccc3[nH]2)c1OC
6% | Nc1ccc(S(=O)(=O)NNC(=O)C(=O)NNc2ccccc2)cc1
8% | O=C(COC(=O)CSc1nnc(-c2ccc(Cl)cc2)o1)Nc1cc(Cl)cc(Cl)c1
-4% | COCC(=O)N1CCC2(CCCN(Cc3ccc(C#N)cc3)C2)CC1
-1% | Cc1ccc(SCC2=NN(c3nc(C)cc(C)n3)C(=O)C2)cc1
-3% | COc1ccc(Cn2ccnc2SCC(=O)Nc2cccc(NC(C)=O)c2)cc1
-7% | CC(=O)c1cc2c(cc1N/C(=N/S(=O)(=O)c1ccc(Br)cc1)c1ccccc1)OCO2

Entries shown so far that have an NH in an aromatic ring, in the order listed:
ERK EGF block | Molecule
0% | Cc1nc2ccc(-c3nc4ccc(N)cc4[nH]3)cc2[nH]1
-5% | O=c1cc(O)n(-c2ccccc2)c(=S)[nH]1
-1%[57.5 µM] | O=C(N/N=C(\Cc1ncc[nH]1)c1ccccc1)c1ccncc1
-8% | O=C(Nc1ccc(S(=O)(=O)NC2=NCCCCC2)cc1)c1ccc(=O)[nH]c1
-8% | CCOc1ccc(NC(=O)CSc2ncn[nH]2)c([N+](=O)[O-])c1
-6% | Cc1cc(-c2ccccc2)[nH]c(=O)c1C#N
6% | CCC1(C)Cc2nc3[nH]c(=S)n(-c4ccc(C)cc4)c(=O)c3cc2CO1 (centres undefined)
-8%[57.5 µM] | COc1ccc2[nH]cc(C(O)CN3CCN(c4ccccc4F)CC3)c2c1 (centres undefined)
-11%[57.5 µM] | CCCCOc1ncnc2c1[nH]c1ccc(C)cc12
-2% | CCCN(C(=O)c1cn(CC)c2nc(C)ccc2c1=O)c1c(N)n(Cc2ccccc2)c(=O)[nH]c1=O
-2% | O=C(Cc1ccc(-n2c(=O)[nH]c3ccsc3c2=O)cc1)N1CCN(c2ccc(Cl)cc2)CC1
-3% | COc1cc2cc(CN(Cc3cccnc3)C(=O)Nc3ccccc3F)c(=O)[nH]c2cc1OC
1% | CC(C)OC(=O)CNc1n[nH]c(=S)[nH]c1=O
7%[57.5 µM] | COc1cccc(/C=N/Nc2nc3ccccc3[nH]2)c1OC

4 entries already listed, arranged by heavy-atom count, rising:
ERK EGF block | Molecule
11% | CN(C)c1oc(COc2ccc(F)cc2)nc1C#N
8% | CCOc1ccc(C(=O)Nc2ccc3c(c2)OCCO3)cc1[N+](=O)[O-]
8% | COc1ccc(C(OC(=O)c2ccco2)C(=O)NC2CCCCC2)cc1 (centres undefined)
8% | O=C(COC(=O)CSc1nnc(-c2ccc(Cl)cc2)o1)Nc1cc(Cl)cc(Cl)c1

Some of the compounds tested (hit frequency here may not be typical).
